Bioassay records as filed in PubChem BioAssay.
PLAP inhibitors HTS = inhibition of human placental alkaline phosphatase – biochemical, luminescence, HTS (AID 690) | actives 0.08% (n = 96,000) | purified PLAP, luminescent substrate; higher % means a stronger effect | one-dose inhibition, % at 20 µM; IC50 in µM for titrated hits; in the data active = a potency from the dose series; inactive = the rest, 99 in 100 with inhibition below about 30%; also: strong numbers were not always called active
IL1B NFkB inh = blocks IL-1B driven NFkB nuclear translocation in HUVEC cells | HUVEC IL-1B NFkB p65 nuclear translocation imaging | inhibition, % at 2 µM | actives 0.43% (n = 94,000) | AID 796;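 active = inhibition above about 30% together with a positive call from visual inspection of the well image, limit read from the data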;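 also: nuclear over cytoplasmic p65 intensity ratio measured by imaging; 0% = IL-1B stimulated DMSO wells and 100% = unstimulated DMSO wells; values of inactives mirror those of a sister screen read the other way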
Bcl-B TR3 displacers = displacers of TR3 peptide from Bcl-B, primary screen, selectivity assay for Bfl-1 inhibitor project, biochemical, fluorescence polarization; one-dose displacement, % at 20 µM; IC50 in µM for titrated hits; FP displacement of FITC-TR3 peptide from Bcl-B; higher % means a stronger effect; AID 748; actives 0.11% (n = 96,000);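 active = displacement above 50% at 20 µM plus a fluorescence interference ratio under 1.5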;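 also: plate controls were wells without compound for no effect and wells lacking Bcl-B protein for full effect; a part of the inactive calls stands beside numbers as strong as those of hits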
MRP reversal = reverses drug resistance mediated by MRP | H69AR cells + 2 uM doxorubicin, CellTiter-Glo, 72 h | differential viability (reversal), % at 10 µM | actives 0.04% (n = 85,000) | AID 602;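 active = viability drop by adding the cancer drug above about 55%, with treated viability meeting a 40% cutoff, limit read from the data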;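 also: viability without doxorubicin minus viability with 2 µM doxorubicin for each compound; larger differential means the compound sensitizes cells more to doxorubicin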
IL1B NFkB pot = enhances IL-1B driven NFkB nuclear translocation | HUVEC IL-1B NFkB p65 nuclear translocation imaging | activation, % at 2 µM | actives 0.3% (n = 94,000) | AID 819;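 active = activation above 40%, about the mean plus 3 SD, also judged a hit on visual image review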;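 also: percent activation is computed from the nuclear over cytoplasmic p65 intensity ratio; values of inactives mirror those of a sister screen read the other way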
MRP reversal cytotoxicity = recorded beside MRP reversal, whose call it bears; viability, %; H69AR cells, CellTiter-Glo, 72 h; measured here: cytotoxicity without doxorubicin
MRP reversal with doxorubicin = further read-out of MRP reversal, marked with its call; viability, %; measured here: viability with 2 uM doxorubicin; active compounds read low
IL1B NFkB inh cell count 2 µM = further read-out of IL1B NFkB inh, marked with its call; cell count; measured here: cells passing quality filter;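 raw number of nuclei counted in each imaged well without normalization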
IL1B NFkB pot cell count 2 µM = second read-out of IL1B NFkB pot, no call of its own (marks repeat the call); cell count; measured here: cells passing quality filter
The depositor's hits bear a star; · = no result given.

SMILES	PLAP inhibitors HTS	IL1B NFkB inh	IL1B NFkB inh cell count 2 µM	Bcl-B TR3 displacers	MRP reversal	MRP reversal cytotoxicity	MRP reversal with doxorubicin	IL1B NFkB pot	IL1B NFkB pot cell count 2 µM
Cc1ccc(N2CC(C(=O)N/N=C/c3cccc([N+](=O)[O-])c3)CC2=O)cc1 (configuration not stated)	9%	-3	165	3%	·	·	·	3	165
COc1ccc(Cl)cc1NC(=O)COC(=O)/C=C/c1c(C)nn(C2CCS(=O)(=O)C2)c1Cl (configuration not stated)	4%	-11	169	-45%	-5	68	73	11	169
CCN(CC)Cc1c(-c2ccccc2)[nH]c2ccc(C)cc2c1=O	28%	-19	196	-9%	-18	59	77	19	196
O=C(CN(CCc1ccccc1)C(=O)CNS(=O)(=O)c1ccccc1)NCC1CCCO1 (configuration not stated)	-50%	-40	206	0%	9	98	89	40	206
O=C(Nc1nc2ccccc2[nH]1)C12CC3CC(CC(C3)C1)C2	23%	-18	173	-8%	-6	46	52	18	173
COc1ccc(C2(C(=O)Nc3cc(C)on3)CCOCC2)cc1	·	12	48	·	3	98	95	-12	48
CCOC(=O)c1cc2c(=O)n3ccccc3nc2n(CCOC)c1=NC(=O)c1ccncc1	-17%	-6	146	-1%	41	65	24	6	146
N#Cc1ccc(OCc2nnc(SCC(=O)N3CCCc4ccccc43)n2-c2ccccc2)cc1	-68%	12	82	1%	-20	80	100	-12	82
O=C(Nc1ccc(S(=O)(=O)NCc2ccco2)cc1)c1ccc2ccccc2n1	-15%	6	119	0%	·	·	·	-6	119
COC(=O)CC1(c2cccc3ccccc23)C(=O)c2ccccc2C1=O	-5%	0	55	-5%	-26	72	98	0	55
O=C(CSc1nc2ccccc2o1)Nc1ccc(N2CCOCC2)c(Cl)c1	-1%	-7	149	-11%	7	93	86	7	149
COn1c(-c2ccccc2)nc2ccc(Cl)cc21	13%	0	162	-3%	·	·	·	0	162
CCOC(=O)CNC(=O)CSc1nnc(COc2ccc(Cl)cc2)n1CC	-14%	5	102	-2%	4	96	92	-5	102
CC1(C)NC(=O)N(CC(O)COc2ccccc2-c2ccccc2)C1=O (configuration not stated)	-63%	-16	135	-1%	-3	79	82	16	135
COc1cc(C2C=C(C34CC5CC(CC(C5)C3)C4)NC(=S)N2)cc(OC)c1OC (configuration not stated)	-45%	0	176	-5%	·	·	·	0	176
O=C(Nc1cc(C(F)(F)F)ccc1N1CCCCC1)c1ccco1	14%	7	81	-1%	11	86	75	-7	81
c1ccc(CCN2CCN(c3ncnc4c3cnn4-c3ccccc3)CC2)cc1	-42%	-6	134	-31%	11	34	23	6	134
Cc1cc(C(=O)N/N=C\c2ccc(COc3ccc([N+](=O)[O-])cc3)o2)ccc1[N+](=O)[O-]	5%	12	131	0%	·	·	·	-12	131
CCCCN(C)CCCNC(=O)c1cccc(N2CCCC2=O)c1	8%	-29	153	7%	9	99	90	29	153
Cc1nnc(SCCn2c(N3CCN(Cc4ccccc4)CC3)nc3c2c(=O)[nH]c(=O)n3C)s1	-26%	·	·	2%	-19	58	77	·	·
c1nc(N2CCOCC2)c2[nH]cnc2n1	·	-12	168	·	13	98	85	12	168
Cc1cc(C)n2nc(SCCC(=O)NCCc3ccccc3)nc2n1	8%	-10	186	21%	16	94	78	10	186
CCN(CC)S(=O)(=O)c1cccc(S(=O)(=O)N2CCCCC2)c1	4%	-3	159	2%	·	·	·	3	159
O=C(CN1CCN(CC(=O)Nc2ccccn2)CC1)Nc1ccccn1	-40%	8	162	-4%	1	91	89	-8	162
Cc1ccc(C)c(N(CC(=O)NCc2ccc3c(c2)OCO3)C(=O)CCC(=O)Nc2ccccn2)c1	-86%	-2	159	-8%	3	84	81	2	159
c1ccc(-c2nc(-c3cccs3)[nH]c2-c2ccccc2)cc1	-22%	-1	133	16%	·	·	·	1	133
C=CCNC(=S)Nc1cccc2ccccc12	3%	1	94	-1%	·	·	·	-1	94
O=C(NCCc1ccc(F)cc1)c1cccs1	·	-16	128	·	22	102	79	16	128
O=C(CN(C(=O)Cn1nnc(-c2cccs2)n1)c1ccc2c(c1)OCCO2)NCC1CCCO1 (configuration not stated)	-34%	0	182	-2%	6	86	80	0	182
Nc1nc(-c2ccco2)c(-c2ccco2)s1	-1%	-11	155	-19%	-3	97	100	11	155
COc1ccc(CC(=O)N2CCOCC2)cc1	·	7	66	·	-5	93	98	-7	66
Cc1cccn2c(=O)c3cc(C#N)c(=O)n(CCCN4CCOCC4)c3nc12	-61%	-13	181	29%	1	83	82	13	181
CCN(CC)CCNC(=O)c1ccc(NC2=NC3CS(=O)(=O)CC3S2)cc1 (configuration not stated)	24%	-16	192	-9%	·	·	·	16	192
CC(C)(C)c1ccc(-c2nc(-c3ccncc3)no2)cc1	·	-5	176	·	9	96	86	5	176
CCCc1nc2ccccc2n2cc3c(=O)n(C)c(=O)n(C)c3c12	·	-6	161	·	5	92	88	6	161
CCN(CC)S(=O)(=O)c1ccc(NS(=O)(=O)c2cccc(C)c2)cc1	-13%	-9	192	0%	-9	102	111	9	192
CN(C)c1nc(C(=O)NN)nc(N(C)C)n1	22%	0	169	-7%	-6	99	106	-2	62
COC(=O)C1=C(C)OC(N)=C(C#N)C1c1cc(OC)c(OCC(N)=O)cc1Cl (configuration not stated)	3%	-3	82	-7%	·	·	·	3	82
Cc1ccc(C(=O)CSc2nc(C)cc(=O)[nH]2)cc1	2%	11	149	-6%	13	87	75	-11	149
CC(O)c1nc2ccccc2n1C/C=C/c1ccccc1 (configuration not stated)	-70%	-9	117	-2%	12	91	80	9	117
CCn1ncc(/C=C/C(=O)NCc2cn(C)nc2C)c1C	-13%	·	·	-3%	·	·	·	·	·
CC(=O)C1=C(O)C(=O)N(CCc2c[nH]c3ccccc23)C1c1cccc(O)c1 (configuration not stated)	7%	7	162	-4%	1	91	90	-7	162
COc1ccc(C(=O)NC2CCCCC2)cc1S(=O)(=O)N1CCCC1	2%	5	96	-5%	1	89	88	-5	96
O=C(Nc1ccc(Br)cc1)C1CC=CCC1C(=O)OCC1CCCO1 (configuration not stated)	2%	3	193	-5%	17	99	82	-3	193
O=C(Cn1cc(C(F)(F)F)ccc1=O)N1CCN(S(=O)(=O)c2ccccc2)CC1	-14%	-17	118	-1%	-15	73	88	17	118
CCOc1ccc2c(c1)C(c1ccc(C)cc1)=NNC(c1ccc(OC)cc1)=N2	-45%	-15	187	-11%	-27	50	77	15	187
COc1ccccc1NC(=O)COc1ccccc1	17%	-6	202	10%	23	94	72	6	202
C=CCNc1nc(-c2ccccc2)nc(-n2ccnc2)n1	9%	5	91	8%	4	81	77	-5	91
Fc1ccccc1N1CCN(C2CCN(Cc3c[nH]c4ccccc34)CC2)CC1	-72%	·	·	-10%	6	88	82	·	·
CC(=O)NC(CCS(C)(=O)=O)C(=O)Nc1cccc(Cl)c1Cl (configuration not stated)	-16%	·	·	-6%	5	99	94	·	·
O=c1oc(-c2cccs2)nc2sc3c(c12)CCCCC3	3%	-31	119	-3%	15	97	82	31	119
O=C(Cn1cc2c(n1)CCCC2)N1CCOCC1	7%	-7	57	13%	3	97	94	7	57
CC(C)C(=O)Nc1cccc(NC(=S)NC(=O)c2ccccc2Cl)c1	-12%	-9	50	2%	·	·	·	9	50
O=C1c2ccccc2C(=O)N1CCCCSc1nnc2ccccn12	-6%	1	137	2%	1	88	87	-1	137
Cn1c(C(=O)OC(C(=O)NC2CCCCC2)c2cccnc2)cc2sccc21 (configuration not stated)	11%	-30	163	-12%	4	93	88	30	163
OCCN1CN=C(Nc2nc3ccccc3s2)NC1	-80%	6	141	-7%	2	95	94	-7	141
Cc1ccc(-c2noc(C3CCCN(C(=O)c4c(F)cccc4F)C3)n2)cc1 (configuration not stated)	-77%	16	126	0%	7	90	83	-16	126
CON(C)c1nc(OCCNC(=O)COc2ccc(Cl)cc2C)nc(N(C)C)n1	-43%	2	143	-5%	0	98	97	-2	143
O=C1CCSc2ccc(Cl)cc2N1Cc1ccccc1	8%	1	126	-12%	·	·	·	-1	126
O=C(O)C1CC(=O)N(c2ccc(OCc3c(F)cccc3Cl)cc2)C1 (configuration not stated)	-44%	-10	132	3%	6	94	88	11	132

Quoted from the listing.
O=C1c2ccccc2C(=O)N1CCCCSc1nnc2ccccn12 in MRP reversal is listed with 1
CCOc1ccc2c(c1)C(c1ccc(C)cc1)=NNC(c1ccc(OC)cc1)=N2 in IL1B NFkB inh is listed with -15

Other records follow.
SMILES	PLAP inhibitors HTS	IL1B NFkB inh	IL1B NFkB inh cell count 2 µM	Bcl-B TR3 displacers	MRP reversal	MRP reversal cytotoxicity	MRP reversal with doxorubicin	IL1B NFkB pot	IL1B NFkB pot cell count 2 µM
Cc1nc2ccccn2c1/C(O)=C1\C(=O)C(=O)N(CCCn2ccnc2)C1c1ccncc1 (configuration not stated)	4%	8	78	16%	-1	100	101	-8	78
COC(=O)c1cccc(N2C(=O)C3CC=CCC3C2=O)c1 (configuration not stated)	·	6	68	·	4	91	88	-6	68
CCOC(=O)c1[nH]c(C)c(/C(O)=C2\C(=O)C(=O)N(CCCn3ccnc3)C2c2ccncc2)c1C (configuration not stated)	-4%	1	104	-1%	·	·	·	-1	104
COCCN(CCOC)Cc1c(O)ccc2c3c(c(=O)oc12)CCC3	-25%	-1	98	12%	7	88	80	1	98
COc1cc(/C=N/NC(=O)CSCc2ccc([N+](=O)[O-])cc2)cc(OC)c1OC	0%	-10	21	11%	·	·	·	10	21
O=C1c2ccccc2C(Nc2ccc3c(c2)OCCO3)N1c1ccccn1 (configuration not stated)	·	-5	53	·	·	·	·	5	53
CCCCOc1ccc(CSC(=N)N)cc1[N+](=O)[O-]	78µM*	13	135	4%	-15	5	20	-13	135
Cc1c(C(=O)NCCC2=CCCCC2)cccc1[N+](=O)[O-]	3%	2	123	14%	·	·	·	-2	123
CCCn1c(-c2nonc2N)nc2ccccc21	·	3	141	·	13	97	84	-3	141
CC(C)(C)n1nnnc1C(c1cccs1)N1CCCc2ccccc21 (configuration not stated)	-2%	-4	177	-10%	10	100	90	4	177
Cn1c(=O)n(C)c2cc(/C=N/NC(=O)c3ccc(Cl)cc3Cl)ccc21	-14%	·	·	4%	·	·	·	·	·
C/C(=C/c1oc2ccc(O)cc2c1[N+](=O)[O-])N(C)C	71%	2	172	·	-8	92	100	-2	172
CCOc1ccc(OCc2ccc(C(=O)N3CCc4ccccc4C3)o2)cc1	3%	-5	107	3%	·	·	·	5	107
Fc1ccc(CSc2ncnc3nc[nH]c23)cc1	-74%	·	·	1%	-4	85	89	·	·
CCOc1ccc(CCNC(=O)CN2CCN(Cc3ccccc3C)C2=O)cc1OCC	-49%	·	·	-10%	-6	78	84	·	·
CC(C)C[C@H](NC(=O)NCc1ccccc1Cl)C(=O)O	5%	-29	120	3%	2	91	88	29	120

Full records from above. Values in the order: PLAP inhibitors HTS | IL1B NFkB inh | IL1B NFkB inh cell count 2 µM | Bcl-B TR3 displacers | MRP reversal | MRP reversal cytotoxicity | MRP reversal with doxorubicin | IL1B NFkB pot | IL1B NFkB pot cell count 2 µM
`Cn1c(C(=O)OC(C(=O)NC2CCCCC2)c2cccnc2)cc2sccc21` (configuration not stated) across the screens: 11% | -30 | 163 | -12% | 4 | 93 | 88 | 30 | 163
`CCCCN(C)CCCNC(=O)c1cccc(N2CCCC2=O)c1` across the screens: 8% | -29 | 153 | 7% | 9 | 99 | 90 | 29 | 153
`O=C(Cn1cc(C(F)(F)F)ccc1=O)N1CCN(S(=O)(=O)c2ccccc2)CC1` across the screens: -14% | -17 | 118 | -1% | -15 | 73 | 88 | 17 | 118
`Cn1c(=O)n(C)c2cc(/C=N/NC(=O)c3ccc(Cl)cc3Cl)ccc21` across the screens: -14% | · | · | 4% | · | · | · | · | ·

Not all compounds are listed; the hit share may differ from the screen's.
